# Screening results: PubChem, several laboratories
# 14-3-3 Bad inh = disrupts binding of bovine 14-3-3 zeta to phospho-Bad peptide. P63103. TR-FRET 14-3-3zeta/Dy647-pBad peptide displacement, 1 h. inhibition, % at 21.7 µM. 220,000 compounds, 0.71% hits;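 active = inhibition above about 70%, limit read from the data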;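 also: 0% = full 14-3-3 plus peptide FRET controls and 100% = background without 14-3-3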
# Wee1 stabilizer = human Wee1 degradation inhibition, primary screen; P30291; HeLa Luc-Wee1K328M stability, luciferase luminescence; 100% = proteasome inhibitor MG132 effect; reporter increase, % at 5 µM; 220,000 compounds, 1.2% hits;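 active = activation above the mean of all tested compounds plus 3 SD, set per screening run, cut at about 8.8% in these data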;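 also: cells exposed to compound for 20 h before luminescence read; 0% = DMSO alone and 100% = MG132 at 30 µM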
# FXIIa inh 1536 = factor XIIa (human) inhibition | P00748 | inhibition, % at 5 µM | purified FXIIa, Boc-QGR-AMC fluorogenic substrate, 2 h | 220,000 compounds, 0.3% hits; in the data active = inhibition above about 40%;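 also: 0% = enzyme with no compound and 100% = blank without enzyme; many of its hits are not listed in these tables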
# FXIa inh 1536 = factor XIa (human) inhibition; AID 798; purified FXIa, Boc-Glu-Ala-Arg-AMC fluorogenic substrate; P03951; inhibition, % at 5 µM; 220,000 compounds, 0.14% hits;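 active = inhibition of at least 40%; inactive = inhibition below 40%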;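 also: fluorescence of freed AMC excited at 355 nm; 0% = enzyme without compound and 100% = no enzyme blank; many of its hits are not listed in these tables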
# Runt-CBFb FRET = Runt domain-CBFb interaction inhibition; Q01196+Q13951; Cerulean-Runt/Venus-CBFb FRET ratio 530/480, 1 h; inhibition, % at 20 µM; 220,000 compounds, 0.46% hits;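 active = inhibition over about 50% at 20 µM in the single-dose screen, limit read from the data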;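 also: 0% = DMSO wells and 100% = excess unlabeled CBFb competitor control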
# Target sequence (Q01196 whole entry, looked up, the tested form may be a part): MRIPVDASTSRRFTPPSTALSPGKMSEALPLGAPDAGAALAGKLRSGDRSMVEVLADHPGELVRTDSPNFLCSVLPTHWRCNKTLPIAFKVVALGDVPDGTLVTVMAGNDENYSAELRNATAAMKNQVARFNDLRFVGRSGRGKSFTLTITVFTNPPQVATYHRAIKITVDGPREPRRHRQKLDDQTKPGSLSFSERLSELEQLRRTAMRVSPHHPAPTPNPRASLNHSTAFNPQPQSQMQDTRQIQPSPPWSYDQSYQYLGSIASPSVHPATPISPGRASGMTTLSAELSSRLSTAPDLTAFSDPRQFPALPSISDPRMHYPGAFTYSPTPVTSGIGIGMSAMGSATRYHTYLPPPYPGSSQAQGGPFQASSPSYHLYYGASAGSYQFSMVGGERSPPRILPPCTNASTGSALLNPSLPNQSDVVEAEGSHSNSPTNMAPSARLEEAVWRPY
# Target sequence (Q13951 whole entry, looked up, the tested form may be a part): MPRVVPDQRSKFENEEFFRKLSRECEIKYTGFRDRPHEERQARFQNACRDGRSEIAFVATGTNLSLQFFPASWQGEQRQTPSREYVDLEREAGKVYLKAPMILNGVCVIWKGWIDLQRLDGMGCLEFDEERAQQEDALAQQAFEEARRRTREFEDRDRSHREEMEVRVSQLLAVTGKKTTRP
#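 Measured by: fluorescence energy transfer, 422 nm excitation, 530/480 nm emission; Assay system: Cerulean-Runt domain; Medium: Tris pH 7.5 buffer with BSA; Measure: loss of energy transfer signal; Controls: 5 µM unlabeled CBFb as full-inhibition high control; Incubation: protein complex preformed 1 h, compound exposure 1 h, room temperature, dark.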
# Hck-Nef inh = human Hck-Nef kinase inhibition | P08631 | Recombinant Hck-YEEI plus Nef, Z-Lyte FRET kinase assay | inhibition, % at 20 µM | 220,000 compounds, 0.68% hits | AID 463187;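 active = Hck-Nef kinase inhibition above about 50%, limit read from the data; inactive = inhibition below that limit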;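 also: 0% = DMSO with Hck plus Nef and 100% = Hck alone without Nef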
# Runt-SMMHC FRET = blocks binding of human RUNX1 Runt domain to CBFb-SMMHC; Q01196+Q13951; Cerulean-Runt/Venus-CBFb-SMMHC FRET ratio 530/480, 1 h; inhibition, % at 20 µM; 220,000 compounds, 0.74% hits; AID 1434;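 active = mean inhibition across duplicate retests at 20 µM reaching about 50%, limit read from the data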;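 also: 0% = DMSO wells and 100% = wells with excess untagged CBFb-SMMHC; inhibitors lower the FRET ratio by blocking Runt binding to CBFb-SMMHC; some results filed as inactive read as strong as hits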
# hK5 inh = inhibitors of human kallikrein 5 | Q9Y337 | recombinant hK5, fluorogenic AMC substrate cleavage | inhibition, % at 5 µM | 210,000 compounds, 0.59% hits;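 active = inhibition of 40% or more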;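 also: 0% = enzyme controls without compound and 100% = no-enzyme blanks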
# Target sequence (Q9Y337 67-293 limits assumed): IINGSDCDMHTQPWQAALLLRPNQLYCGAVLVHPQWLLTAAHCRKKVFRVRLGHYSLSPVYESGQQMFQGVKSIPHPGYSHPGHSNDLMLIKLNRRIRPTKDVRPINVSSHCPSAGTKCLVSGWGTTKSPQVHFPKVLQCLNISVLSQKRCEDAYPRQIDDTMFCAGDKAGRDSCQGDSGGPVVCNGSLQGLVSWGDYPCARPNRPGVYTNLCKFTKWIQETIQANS
# thrombin 1536 = blocks human thrombin protease activity; inhibition, % at 5 µM; P00734; AID 1046; 220,000 compounds, 0.26% hits; alpha-thrombin, Boc-VPR-AMC fluorogenic substrate cleavage;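 active = inhibition at or above 40%; inactive = inhibition below 40%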;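 also: 0% = enzyme with no compound and 100% = wells without enzyme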
#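 Material: human alpha-thrombin protein; Also added: Boc-VPR-AMC substrate, 15 µM final; Timing: enzyme reaction carried out at room temperature; Signal: fluorescence, ex 355 nm, em 460 nm; Measure: % inhibition of thrombin; Controls: enzyme without compound as high, wells lacking enzyme as low.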
# Numbers without * were called inactive; . = no result given; [ ] = another dose, or the depositor's remark.
SMILES,14-3-3 Bad inh,Wee1 stabilizer,FXIIa inh 1536,FXIa inh 1536,Runt-CBFb FRET,Hck-Nef inh,Runt-SMMHC FRET,hK5 inh,thrombin 1536
CCOc1ccc(C(=O)NC(=S)Nc2ccccn2)cc1[N+](=O)[O-],2.6,-0.6,6.0,-3.0,.,0.4,-3.0,-2.5,-9.0
COCC(C)N=Cc1c(O)[nH]c2ccccc12 (stereo not drawn),8.8[fluorescence artefact?],2.3,-3.4,6.9,-2.6,-17.6,-1.0,-6.2,-2.9
O=C(c1ccc(Cl)c(S(=O)(=O)N2CCOCC2)c1)N1CCCCC1,-13.2,1.6,3.3,-1.7,.,16.1,.,-2.8,-4.0
Cc1ccc(NC(=O)CSc2nnc3ccccn23)cc1,-7.4,2.5,.,-5.7,-0.6,-3.0,-0.2,-2.0,-7.8
COCC(=O)n1nc(-c2ccc(C)cc2)nc1NCc1ccc(F)cc1,-2.7,3.3,-6.0,-5.8,-1.4,-27.1,2.3,-17.2,79.0*
Cc1cccc(N=C2NC(=O)/C(=C/c3cccnc3)S2)c1,0.1,0.9,10.2,2.0,-3.1,22.2,-2.8,2.6,-1.9
COc1cc(CN2CCN(C(C)C)C(CCO)C2)ccc1OCc1ccccc1 (stereo not drawn),-11.5,6.4,4.4,1.0,-0.1,20.3,-1.1,-0.3,-10.9
O=C(Nc1cccc2ccccc12)C1CCN(C(=O)Cc2ccccc2)CC1,-11.3,-1.0,9.8,-1.0,-1.7,-10.2,-3.4,-10.9,-3.6
CCOC(=O)c1ccc(N2C(=O)CC(C(=O)OC)=C2C)cc1,1.4,1.6,-14.7,-0.3,-0.7,10.9,-2.0,-13.6,0.7
CC(C)c1cccc(C(C)C)c1NC(=S)Nc1cccc(Cl)c1,-4.1,-2.8,5.0,0.5,0.1,11.6,5.0,-0.9,-4.6
CCn1c(CCNC(=O)c2cccs2)nnc1SCC(=O)Nc1ccc(Cl)cc1,-0.5,-1.5,0.7,-2.4,-0.3,0.7,1.5,-18.5,-4.3
O=C(NCCc1nnc2ccc(NCC3CCCO3)nn12)c1ccccc1 (stereo not drawn),-12.9,0.1,6.0,-3.6,1.6,21.2,2.1,-6.4,-7.8

# Reprinted from the part before: 3 compounds; new compounds follow.
SMILES,14-3-3 Bad inh,Wee1 stabilizer,FXIIa inh 1536,FXIa inh 1536,Runt-CBFb FRET,Hck-Nef inh,Runt-SMMHC FRET,hK5 inh,thrombin 1536
CC(C)c1cccc(C(C)C)c1NC(=S)Nc1cccc(Cl)c1,-4.1,-2.8,5.0,0.5,0.1,11.6,5.0,-0.9,-4.6
CCn1c(CCNC(=O)c2cccs2)nnc1SCC(=O)Nc1ccc(Cl)cc1,-0.5,-1.5,0.7,-2.4,-0.3,0.7,1.5,-18.5,-4.3
O=C(NCCc1nnc2ccc(NCC3CCCO3)nn12)c1ccccc1 (stereo not drawn),-12.9,0.1,6.0,-3.6,1.6,21.2,2.1,-6.4,-7.8
O=C1CC(C(=O)Nc2cccc(Cl)c2)n2ncnc2N1 (stereo not drawn),-6.6,4.8,-7.3,-1.5,0.9,15.0,2.2,-6.1,-6.9
O=C(/C=C/C(=O)N1CCc2ccccc2C1)N1CCc2ccccc2C1,-1.4,1.9,2.8,-1.2,0.0,27.2,-2.3,-3.1,-4.1
Cc1cc(C(F)F)nn1CC(=O)N1CCSCC1,0.8,-0.7,16.2,8.1,0.2,1.0,1.1,-4.4,2.1
COc1cccc(CNS(=O)(=O)c2ccc(S(=O)(=O)N3CCCC3)cc2)c1,-6.0,-0.7,9.5,-0.5,.,24.4,.,3.8,-1.7
COc1ccc(OC)c(NC(=O)C2CCN(C(=O)c3cccs3)CC2)c1,-7.2,-1.7,4.0,-2.8,65.5*,25.1,2.4,-2.7,.
CCC1=C(OC(=O)N(CC)CC)N2C(=O)OC(=NCCOC)[C@]2(Cc2ccccc2)[C@H]2C1=CC[C@H]1C(=O)N(C)C(=O)[C@H]12,0.2,.,6.6,0.4,-2.2,16.7,-8.5,1.4,-0.4
Cc1nc(Nc2ccc(C(=O)O)cc2)nc(Nc2ccc(C(=O)O)cc2)c1[N+](=O)[O-],-15.0,1.4,10.0,0.0,1.6,25.8,3.8,0.5,-10.1
CC(=O)N1N=C(c2cccs2)CC1c1cc2cc(C)ccc2nc1Cl (stereo not drawn),5.3,0.2,0.9,-4.7,-0.2,9.5,-0.9,-3.4,-4.0
O=C(O)CCC(=O)N1CC=C(c2ccccc2)CC1,8.6,0.3,10.3,3.8,5.2,1.3,-0.6,-2.5,-6.7
Cc1cc(Cl)c(OCCCCN2CCOCC2)c(Br)c1,6.0,-0.3,5.1,-3.5,-0.1,-0.4,-1.6,-4.8,-2.7
Cc1nc(Nc2nc(CSc3nc4ccccc4[nH]3)cc(=O)[nH]2)nc2ccccc12,19.8[fluorescence artefact?],1.8,2.8,-1.0,-8.6,3.0,-1.5,1.2,-5.5
O=C1OCCN1CCN(CN1C(=O)CCC1=O)CN1C(=O)CCC1=O,1.5,-1.8,13.9,16.8,-4.2,-2.0,3.1,8.1,2.5
CCOc1ccccc1N1CCN(C(=O)Nc2ccc(F)c(Cl)c2)CC1,11.8,-2.0,15.9,6.7,2.7,-0.3,2.3,-3.8,3.5
CCOc1ccc(CCNC(=O)COC(=O)c2cccc(OC)c2O)cc1OCC,2.5,0.5,7.5,2.1,0.0,-17.5,3.8,8.9,-2.4
Cc1ccnc(NC(=O)c2ccc(COc3ccc(Cl)cc3)o2)c1,-0.1,-1.9,-6.0,-1.6,1.0,-8.1,-1.7,-2.1,-21.6
Cc1oc(-c2ccccc2F)nc1CN1CCC(C(=O)NC2CCCc3ccccc32)CC1 (stereo not drawn),3.5,-2.2,13.3,2.3,-2.1,1.3,3.0,-27.9,1.7
CC(C)NS(=O)(=O)c1ccc(OCC(=O)N2CCCC2)c(Cl)c1,-11.0,4.7,22.6,3.8,2.8,-14.3,1.0,-16.0,-9.5
CC(C)(C)C(=O)OCCNc1nc(-c2ccccc2)nc2ccccc12,1.9,-1.5,5.0,8.3,-1.7,1.7,-0.1,-6.6,-2.5
CCOc1ccccc1N(CC(=O)Nc1cccnc1)S(=O)(=O)c1ccc(C)cc1,-10.9,-2.1,8.8,-3.9,-0.1,22.0,0.2,1.1,-12.4
O=C(Nc1cc([N+](=O)[O-])ccc1N1CCCC1)c1ccco1,-4.3,3.4,2.1,-4.6,-1.0,-19.7,-6.9,-9.6,0.8
COc1ccccc1C(=O)COC(=O)c1ccccc1OCC(=O)Nc1ccc(SC(F)F)cc1,4.9,1.8,10.8,0.7,-4.7,4.2,-0.2,-1.0,0.0
O=C(NCCc1ccccc1)C(c1ccncc1)N(C(=O)c1csnn1)C1CC1 (stereo not drawn),-1.4[fluorescence artefact?],1.8,13.0,9.3,-1.7,9.8,-1.3,-3.9,2.7
Cc1ccc(O)c(C(=O)c2cc(C#N)c(=O)n(-c3nccs3)c2)c1,-10.2,1.0,3.3,1.0,-64.4,26.1,-78.9,10.0,-4.2
Cc1ccc(C(=O)COC(=O)CCC(=O)Nc2cccc(Cl)c2)cc1[N+](=O)[O-],-3.4,-2.6,-1.1,-2.4,2.2,1.1,-1.8,-17.4,-9.2
Cc1ccc2cccc(Oc3ncnc4scc(-c5ccccc5)c34)c2n1,5.6,-1.8,1.5,-8.5,0.9,-0.8,0.0,24.5,-2.6
Cc1csc(NC(=O)c2cc(-c3ccco3)nc3ccccc23)n1,10.8,-2.0,8.4,5.5,1.9,4.7,2.5,-48.7,-14.5
O=C(c1cccs1)N1N=C(c2ccc(O)cc2)CC1c1ccccc1 (stereo not drawn),-5.8[fluorescence artefact?],-1.1,9.7,6.2,-1.9,1.4,-0.9,-8.9,-3.8
C/C(Cl)=C/Cn1c(SCCN2CCOCC2)nc2c1c(=O)[nH]c(=O)n2C,3.3,-1.8,15.5,4.4,-0.8,2.6,-0.1,-3.5,10.0
Cn1c2ccc(F)cc2c2ncn(Cc3ccco3)c(=O)c21,2.1,0.4,10.2,-7.2,38.1,10.6,33.7,-30.8,-2.5
CCCCn1c(CCn2nc(C)c(Br)c2C)n[nH]c1=S,22.6,-2.4,4.2,2.3,4.4,8.6,0.7,-9.9,3.6
Cc1cc(C(=O)N2CCN(CCc3ccccc3)CC2)no1,14.6[fluorescence artefact?],-1.1,-12.0,-17.0,-2.7,0.3,0.7,-21.9,-12.7
CCOC(=O)N1CCN(C(=O)c2ccc3c(=O)n(-c4ccc(OC)cc4)c(=S)[nH]c3c2)CC1,-12.5,0.2,27.6,17.2,1.3,-0.4,0.2,20.4,-1.2
CC1Cc2nc(SCC(=O)OCc3ccccc3)n(C)c(=O)c2S1 (stereo not drawn),-9.1[fluorescence artefact?],2.1,19.0,13.7,0.7,-0.4,2.0,11.9,25.0
COc1ccc(S(=O)(=O)N(C)C)cc1NC(=O)CSc1nnc(-c2cccnc2)o1,46.2,-2.2,10.4,-1.2,1.4,10.2,-0.4,2.6,-1.3
O=C(COC(=O)c1ccc2ncsc2c1)NC(=O)c1ccccc1,46.8,0.2,3.7,-2.1,22.8,-9.5,-1.2,10.5,-1.9
CN(Cc1ncc[nH]1)Cc1cn(-c2ccccc2)nc1-c1ccc2c(c1)OCO2,2.4,-1.4,9.4,-0.6,0.9,14.6,2.4,-2.0,0.5
CCCOc1ccc(C(=O)NCc2cccnc2)cc1,-9.0,-2.2,14.1,2.5,0.5,-0.5,3.0,5.8,-4.8
COC(=O)c1nn(-c2ccc3c(c2)OCO3)cc1O,0.3,1.9,13.1,-0.7,.,1.6,2.4,3.8,-3.2
Cc1ccc(/C=C/C(=O)NCCCn2ccnc2)cc1,-24.4,4.1,7.9,14.6,.,20.3,.,-2.7,-1.1
Cc1ccccc1N=C(NOCc1ccccc1)c1nonc1N,8.2,-1.4,6.9,-2.3,-2.5,-4.0,-1.6,-23.3,-4.3
O=c1c2ccccc2c(C=Nc2ccccc2O)c(O)n1-c1nccs1,1.3,6.3,7.2,-3.5,-13.1,8.1,-18.4,-1.3,2.5
COc1cccc(C2=NN(C(=O)c3cccs3)C(O)(C(F)(F)F)C2)c1 (stereo not drawn),-11.9,-1.4,3.7,-0.1,-1.9,24.3,2.4,0.8,5.6
Cc1ccc(NC(=O)NCCCN2CCCC2=O)cc1,4.0,0.9,19.1,-2.9,1.0,0.2,-1.9,-10.4,3.5
CC(=O)Nc1ccc(S(=O)(=O)N2CCSCC2)cc1,10.7,1.9,-0.6,0.3,2.3,22.3,1.7,6.9,-1.6
Nc1c(-c2cccc(Cl)c2)cnn1-c1cccc(C(F)(F)F)c1,1.7,1.4,11.9,-5.3,-0.4,0.3,0.5,-4.5,-0.8
Oc1nc(-c2ccc(Cl)cc2)n2ccncc12,2.6,-3.6,13.9,9.2,-1.2,-15.2,-0.7,4.8,0.0
CCn1cc(C(=O)OCc2ccccc2)c(=O)c2ccc(C)nc21,3.2,4.0,4.5,-7.0,-3.1,0.4,-2.7,-4.0,-4.3
